BRCA1 expr up: BRCA1 expression activation; AID 624202; 380,000 tested, 1.1% active; MCF7-BRCA1-FFLuc reporter, luminescence, 48 h; response scale: scaled: vehicle 0%, 10 µM genistein 100%; Potency, µM (series often up to 46.1 µM), for inactives: at the highest dose activation, usual class: activators; active = well fitted activation curve with a large enough effect; inconclusive = small, poorly fitted or top-dose-only effect; inactive = no such curve, though single readings can be large or run the other way; note: nearly all actives have a fitted effect of over 80% in size; some results filed as inactive show a strong effect at the top dose
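Quantitative HTS in MCF7 cells stably reporting BRCA1 expression via firefly luciferase. Compound treatment lasts 48 h at 37 °C in phenol-red free MEM. Activation is expressed relative to genistein at 10 microM and DMSO.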
An asterisk follows results filed as active; ? = inconclusive; & = joins results of further samples. Potency is the fitted concentration of half-maximal effect.

SMILES	BRCA1 expr up
COC(=O)c1ccccc1NC(=O)Cn1c(=O)n(CCCCC(=O)NCc2ccc3c(c2)OCO3)c(=O)c2ccccc21	3%
Cc1nccn1-c1ccc(NC(=O)[C@H]2O[C@@H](n3ccc(N)nc3=O)[C@H](O)[C@@H]2O)cc1	13%
Cc1cc(F)cc(-c2cc(C(=O)NCc3ccco3)[nH]n2)c1	39%
COc1ccc(NC(=O)Nc2cccc(-c3noc(C)n3)c2)cc1	0%
Cc1cc(C)n2c(Nc3ccc4c(c3)OCCO4)c(-c3ccc(F)cc3)nc2n1	-2%
CC(C)(C)NC(=O)C1(C)CCC(=O)N1CCCn1ccnc1 (stereo not given)	3%
COc1cc(/C=C2\C=Cc3ccccc32)cc(OC)c1OC	-39%
CC(C)C[C@H]1CN([C@@H](Cc2ccc(O)cc2)CN2CCC[C@H]2CN2C(=O)C(=O)NC[C@@H]2Cc2ccccc2)C(=O)C(=O)N1CC1CCCCC1	-42%
Cc1cccc(NC(=O)CNC(=O)[C@H]2O[C@@H](n3cnc4c(N)ncnc43)[C@H](O)[C@@H]2O)c1C	-3%
O=C(NCc1cccc(F)c1)C1CCN(c2nc3ccccc3nc2C(F)(F)F)CC1	12%
CCOc1ccc(C2CC(=O)Nc3cc4c(cc32)OCO4)cc1OC (stereo not given)	4%
CCOc1ccccc1N(CC)C(=O)c1noc2c1COc1ccc(C)cc1-2	-53%
CC(C)(C)n1cnc2cc(NCc3ccccc3Cl)ccc21	90%
O=C(NCc1cccnc1)OC1CC2CC1[C@H]1CCCCN1C2=O (stereo not given in full)	13%
COc1ccc(CCNC(=O)c2ccc(Cn3c(=O)c4ccccc4n(CC(=O)C(C)(C)C)c3=O)cc2)cc1OC	-20%
COC(=O)C1CCN(CC(=O)Nc2cc(C)c3c(=O)oc4ccccc4c3n2)CC1	14%
CC(=O)Nc1cc(-c2ccc(F)cc2)cn2c(-c3ccc(S(C)(=O)=O)cc3)cnc12	-4%
Clc1ccc2c(ccc[n+]2CCC2CCCCC2)c1	-49%
COc1ccccc1NC(=O)c1cc2c(n(-c3ccc(C)cc3)c1=O)CC(C)(C)CC2=O	7%
CSc1nc2c([nH]c3ccccc32)c(=O)n1-c1ccc(F)cc1	0%

Looked up by structure from the list above, two records:
SMILES	BRCA1 expr up
COC(=O)C1CCN(CC(=O)Nc2cc(C)c3c(=O)oc4ccccc4c3n2)CC1	14%
CC(C)C[C@H]1CN([C@@H](Cc2ccc(O)cc2)CN2CCC[C@H]2CN2C(=O)C(=O)NC[C@@H]2Cc2ccccc2)C(=O)C(=O)N1CC1CCCCC1	-42%

(more compounds)
SMILES	BRCA1 expr up
Cc1c(C)c(C)c(/C=C/c2ccnc3ccccc23)c(C)c1C	-15%
Cc1ccc(Cl)cc1-n1c(=O)c2sc3ccccc3c2n(Cc2ccccc2)c1=O	0%
CC(C)(C)c1ccc(C(=O)Nc2c(C(=O)c3ccc(F)cc3)oc3ccccc23)cc1	16%
O=C(NCc1cccnc1)c1cc(C2CCCCN2C(=O)c2cccs2)on1 (stereo not given)	0%
COc1cccc(CNC(=O)CN2C(=O)CSc3c2c(C)nn3-c2ccccc2)c1OC	-3%
CCCCN(C)CC(O)Cn1cc(/C=C/C(=O)c2ccc(OC)c(OC)c2)c2ccccc21 (stereo not given)	-61%
O=C(c1[nH]c(C(F)(F)F)nc1-c1ccccc1)N1CCN(c2ncc(C(F)(F)F)cc2Cl)CC1	1%
C=C1Nc2ccccc2C(=O)N1c1ccc(C(=O)N2CCN(C(=O)c3ccco3)CC2)cc1	18%
Cn1c(=O)oc2cc(S(=O)(=O)N3CCC(C(=O)N4CCN(c5ccc(Cl)cc5)CC4)CC3)ccc21	12%
COc1cc(Cl)c(C)cc1NC(=O)Cn1cc(S(=O)(=O)N2CCC(C)CC2)c2ccccc2c1=O	10%
CCc1ccc(NC(=O)CSc2nc(=O)n(Cc3cccnc3)c3c2CCC3)cc1	-6%
COc1ccc(C)cc1NC(=O)Cn1c(=O)ccc2cc(S(=O)(=O)N3CCCC3)ccc21	-8%
COc1ccccc1Cc1c(-c2ccccc2)nc2ccc(Br)cn12	18%
O=C(c1cc(C2CCCCN2C(=O)CCCc2ccccc2)on1)N1CCOCC1 (stereo not given)	1%
CC(C)Oc1ccc(F)cc1-c1cc(C(=O)N2CCc3ccccc3C2)[nH]n1	-29%
CCCc1nc2ccc(C)cn2c1Cc1cccc(Cl)c1	20%
CCOC(=O)c1ccc(N2C(=O)c3n[nH]c(C)c3C2c2ccc(CC)cc2)cc1 (stereo not given)	-9%
CCCS(=O)(=O)NC(=O)C1(C)CCCN(C(=O)c2sccc2C)C1 (stereo not given)	0%
Cc1cc(NC(=O)CN2C(=O)CSc3ccc(S(=O)(=O)N(C)C)cc32)ccc1Br	-8%
Cc1ccc(S(=O)(=O)N2C[C@H]3C(=O)C[C@@H](c4ccccc4)N(S(=O)(=O)c4ccc(C)cc4)[C@H]3C[C@H]2c2ccccc2F)cc1	-2%
CCC(=O)N1CCCC(C)(C(=O)Nc2ccc3oc(CC)nc3c2)C1 (stereo not given)	16%
COc1ccc(NC(=O)c2cnc(Nc3ccc(C)c(Cl)c3)c3ccccc23)cc1OC	-5%
COc1ccc(-c2noc(-c3ccc(NC(C)c4ccccc4)c([N+](=O)[O-])c3)n2)cc1OC (stereo not given)	4%
N#Cc1ccc(-c2nc3ccc(Cl)cn3c2Cc2cccc(Cl)c2)cc1	-6%
CCCCN(C(C)=O)c1c(CC)nc2ccc(C(=O)NCc3cccs3)cn12	2%
CC1(Cc2cccc(F)c2)C(=O)Nc2ccc(S(=O)(=O)NC3CCCCC3)cc21 (stereo not given)	0%
CC1=C(C(=O)N(C(C)C)C(C)C)CC(CC(=O)NCc2ccco2)C(=O)N1Cc1ccc(C(C)(C)C)cc1 (stereo not given)	-22%
Cc1ccc(Sc2ccc(N3CCC(C(=O)Nc4ccc(Cl)cc4)CC3)nn2)cc1	0%
CCOc1ccc(NC(=O)Cn2cc(C(=O)c3ccc(C)cc3)c(=O)c3cc4c(cc32)OCO4)cc1	3%
COC(=O)C1=C(c2ccccc2)c2ccccc2S(=O)(=O)N1CC(=O)Nc1cc(C)ccc1C	-17%
CCCOc1cccc(C2c3c(oc4cc(C)c(C)cc4c3=O)C(=O)N2CCCN2CCOCC2)c1 (stereo not given)	-18%
COc1cccc(CNc2ncnc3nc[nH]c23)c1	-3%&-1%
Cc1ccc(OCC(=O)Nc2c(Cl)ccc3nsnc23)cc1C	0%
COc1cccc(C(N)c2nc(-c3csc4ccccc34)cs2)c1 (stereo not given)	-30%
CCCCn1c(CNC(=O)c2ccc(OC)cc2)nnc1SCC(=O)Nc1ccc(OC)cc1	-5%
Cc1ccc(OC(=O)c2cc(-c3ccc4c(c3)OCCO4)on2)cc1C	6%
Cc1ccc(Cc2c(-c3cccc(Br)c3)nc3cc(C)c(Br)c(C)n23)cc1	-9%
Cn1c2c(c3cnc4cc(Cl)ccc4c31)CNCC2	-38%
Cc1ccc(-c2nc(C(=O)Nc3cccc(C#N)c3)c3n2CCCCC3)cc1	6%
CC1(C)CC(=O)C(C(c2ccc3c(c2)OCO3)C2C(=O)CC(C)(C)CC2=O)C(=O)C1	5%
FC(F)(F)c1cc(-c2ccccc2)nc2cc(-c3ccccc3)nn12	-44%
CC1CCC(Nc2nc3c(-c4cccc(C(F)(F)F)c4)nnn3c3ccccc23)CC1 (stereo not given)	5%
CCn1c(CNC(=O)C23CC4CC(CC(C4)C2)C3)nnc1SCC(=O)Nc1ccc(C)cc1	0%
COc1ccc(-c2nc3c(C)cc(Br)cn3c2Cc2ccccc2)cc1OC	-30%
COc1ccc(Cl)cc1NC(=O)NCCc1c(C)nn(C)c1C	15%
COc1ccc[n+](CC(=O)c2ccc(F)cc2)c1	15%
O=C(Cn1cc(S(=O)(=O)c2ccccc2)c(=O)c2cc(Cl)ccc21)Nc1ccc2c(c1)OCO2	-12%
COc1ccc2c(CN3CCN(c4ccccc4F)CC3)cc(=O)oc2c1	21%
Cc1ccc(NC(=O)C2CCCN(C(=O)c3cnn(-c4ccccc4)c3-n3cccc3)C2)cc1 (stereo not given)	31%
CCN(CC)S(=O)(=O)c1ccc(NC(=O)[C@H](CSCc2ccccc2)N2Cc3ccccc3C2=O)cc1	-33%
CCc1nc2c(OCC(=O)c3ccc(F)cc3)cccn2c1N(C)C(=O)COc1ccccc1	4%
OC[C@H]1O[C@@H](c2nc3ccc(-c4nc(-c5ccc(Br)cc5)no4)cc3[nH]2)C[C@@H]1O	?
COc1cccc(C(NC(C)=O)c2nc(-c3ccc(C)c(C)c3)cs2)c1 (stereo not given)	-7%
CC(C)OCCc1cccc[n+]1[O-]	-4%
CS(=O)(=O)c1ccc(C(=O)OCC(=O)N2CC(=O)Nc3ccccc32)cc1[N+](=O)[O-]	-18%
COc1ccc(NC(=O)C2(C)CCN2CC2CCCCC2)cc1OC (stereo not given)	-8%
CN(C)c1cccc(CNC(=O)c2csc([C@@H]3O[C@H](CO)[C@@H](O)[C@H]3O)n2)c1	2%
CC1(C(=O)NS(=O)(=O)c2ccccc2)CCN1C(=O)CCc1ccc(Cl)cc1Cl (stereo not given)	11%
NC(c1csc(Nc2ccc(C(=O)c3ccccc3)cc2)n1)C1CCCCC1 (stereo not given)	-48%
COc1cccc(NC(=O)Cn2c(=O)n(-c3ccccc3)c(=O)c3c2c2cc(OC)ccc2n3C)c1	-7%

Additional records.
SMILES	BRCA1 expr up
O=C(Nc1cccc(C(F)(F)F)c1)c1csc([C@@H]2O[C@H](CO)[C@@H](O)[C@H]2O)n1	-17%
CCCCn1cc2c(c1-c1ccc(Br)cc1)c(=O)n(C)c(=O)n2C	-18%
O=S(=O)(c1ccc(Cl)cc1)N1CCOCC1	3%
O=C(CCn1cnc2ccccc2c1=O)NCc1ccccc1	-8%
CC(C)n1nnnc1C1c2ccccc2C(=O)N1CCc1c[nH]c2ccccc12 (stereo not given)	39%
CCCNC(=O)c1cc2c(c(-c3cccc(-c4ccccc4F)c3)n1)[C@@H](CCO)N(C(=O)CC1CC1)C2	-49%
CC1(c2nnnn2-c2ccc3c(c2)OCCO3)CCC(=O)N1CC(F)(F)F (stereo not given)	41%
CCOc1ccc(NC(=O)Cn2c(C)ccc(C#N)c2=O)cc1	0%
CCCNC(=O)C1(C)CCN1C(=O)c1ccc(C(C)(C)C)cc1 (stereo not given)	-5%
CN(CCc1ccccc1)C(c1cc2ccccc2o1)c1nnnn1C(C)(C)C (stereo not given)	-12%
CCc1nc2c(OCC(=O)C(C)(C)C)cccn2c1N(C)C(=O)c1ccccc1F	0%
Cc1noc(C)c1S(=O)(=O)N(CC(=O)Nc1ccc(F)cc1F)c1ccc(C(C)C)cc1	-53%
CCCCN(C=O)c1c(CC)nc2ccc(C(=O)NCCc3ccccn3)cn12	0%
COc1ccc(C(C)(NC(C)=O)c2nc(-c3cccc4cccnc34)cs2)cc1 (stereo not given)	1%
Cc1cccc(C(=O)N2CCC[C@H]2C(=O)N2CCC[C@H]2C(=O)NCc2ccncc2)c1	0%
O=C(NCc1ccccc1Cl)c1csc([C@@H]2O[C@H](CO)[C@@H](O)[C@H]2O)n1	-8%
Cc1ccc(C(=O)NC2(C(F)(F)F)N=C(c3ccccc3)N(Cc3ccccc3)C2=O)cc1 (stereo not given)	-15%
CC(=O)Nc1cc(-c2ccsc2)cn2c(-c3ccc(F)cc3)cnc12	-41%
CC1CCN(S(=O)(=O)c2cc(C(=O)NCc3ccc(F)cc3)n(C)c2)CC1	-26%
CC1(C(=O)O)CCN1C(=O)c1cccnc1Oc1ccccc1 (stereo not given)	-5%

5 entries out of the list above, ordered by the value under BRCA1 expr up, descending.
canonical_smiles,BRCA1 expr up
COc1ccc(C(C)(NC(C)=O)c2nc(-c3cccc4cccnc34)cs2)cc1 (stereo not given),1%
Cc1ccc(Sc2ccc(N3CCC(C(=O)Nc4ccc(Cl)cc4)CC3)nn2)cc1,0%
CCc1ccc(NC(=O)CSc2nc(=O)n(Cc3cccnc3)c3c2CCC3)cc1,-6%
CC1CCN(S(=O)(=O)c2cc(C(=O)NCc3ccc(F)cc3)n(C)c2)CC1,-26%
CCCCN(C)CC(O)Cn1cc(/C=C/C(=O)c2ccc(OC)c(OC)c2)c2ccccc21 (stereo not given),-61%

Remaining list, next part
SMILES	BRCA1 expr up
COc1cc2c(cc1OC)C(c1cc(-c3cc(Cl)ccc3Cl)oc1C)=NCC2	-24%
CCc1ccccc1NC(=O)C1(C)Cc2ccccc2C(=O)O1 (stereo not given)	15%
Cc1c(Cl)cccc1NC(=O)Cn1c(=O)n(Cc2ccco2)c(=O)c2sc3ccccc3c21	0%
CCOc1ccc(NC(=O)Cn2c(=O)c(CNc3ccc(CC)cc3)cc3cc4c(cc32)OCO4)cc1	-7%
CCc1nc2c(OCC(=O)C(C)(C)C)cccn2c1N(C=O)Cc1ccccc1	-7%
CCn1cc(C(=O)N2CCN(c3ccc(OC)cc3)CC2)c(=O)c2cc(S(=O)(=O)N(C)C3CCCCC3)ccc21	17%
COc1cc(C2(C)SCCCS2)cc(OC)c1OC	-5%
CCOC(=O)[C@]12CCC=C1N(Cc1ccc3c(c1)OCO3)C(=O)[C@H](CC(=O)NCCC(C)C)C2	0%
CC1=CC(=NOS(=O)(=O)c2ccc(C)cc2)CC(C)(C)C1	16%
CCc1ccc(NC(=O)CCn2nc(-c3ccccc3OC)c3c(C)cc(C)nc32)cc1	-19%
CCOC(=O)C1=CCC(c2ccccc2Cl)N(S(=O)(=O)c2ccc(C)cc2)C1 (stereo not given)	0%
Nc1nc2c(ncn2[C@@H]2O[C@H](CNCc3cnc(N4CCOCC4)nc3)[C@@H](O)[C@H]2O)c(=O)[nH]1	8%
CCCNC(=O)c1cc(C2CCCCN2C(=O)OC)on1 (stereo not given)	14%
CCOC(=O)[C@]12CCCC=C1N(Cc1ccc3c(c1)OCO3)C(=O)[C@H](CC(=O)N1CCN(C(=O)C3CC3)CC1)C2	1%

Gathered by group, those above with a cyano group
SMILES	BRCA1 expr up
N#Cc1ccc(-c2nc3ccc(Cl)cn3c2Cc2cccc(Cl)c2)cc1	-6%
Cc1ccc(-c2nc(C(=O)Nc3cccc(C#N)c3)c3n2CCCCC3)cc1	6%
CCOc1ccc(NC(=O)Cn2c(C)ccc(C#N)c2=O)cc1	0%

Only part of the results is shown; rates above refer to the full screens.
